# High-throughput results deposited in PubChem by National Center for Advancing Translational Sciences (NCATS).
# Pin1 inh = blocks the human prolyl isomerase Pin1; actives 0.009% (n = 390,000); Potency, µM (doses to about 115 µM), for inactives: at the top dose activity, negative = inhibition, actives largely listed as inhibitors; Pin1 FP peptide displacement, HiFluor488, 10 min; AID 504891; Q13526; active = well fitted inhibition curve with a large enough effect in the polarisation, with a control signal flat, not every such curve was filed as active; inconclusive = small, poorly fitted or top-dose-only effect, or effect the other way, or a change in a side signal; inactive = no such curve, though single readings can be large or run the other way; the % refers to the polarisation; note: potency is the fitted concentration of half-maximal effect; % is set by controls: 0 for no effect and ±100 for the full control effect
# Target sequence (Q13526 whole entry, looked up): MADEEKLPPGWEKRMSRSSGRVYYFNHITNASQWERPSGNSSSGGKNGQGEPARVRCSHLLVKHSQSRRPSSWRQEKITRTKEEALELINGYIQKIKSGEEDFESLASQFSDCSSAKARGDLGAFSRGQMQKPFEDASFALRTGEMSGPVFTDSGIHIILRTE
# JMJD2A Tudor inh = inhibitors of human JMJD2A Tudor domain. AlphaScreen JMJD2A-Tudor / H3K4me3 peptide binding. Potency, µM (titrated, usually from 114 µM), inactives show top-dose activity change, negative = inhibition, hits mostly inhibitors. actives 4.4% (n = 390,000). O75164. AID 504339; note: potency is the fitted concentration of half-maximal effect; % is set by controls: 0 for no effect and ±100 for the full control effect; nearly all actives have a fitted effect of over 50% in size
# BAZ2B inh = BAZ2B (human) inhibition. Q9UIF8. AlphaScreen BAZ2B-H3K14Ac peptide displacement. Potency, µM (titrated, usually from 114 µM), without a hit: at the highest dose activity change, negative = inhibition, usual class: inhibitors. actives 4.4% (n = 360,000); note: potency is the fitted concentration of half-maximal effect; % is set by controls: 0 for no effect and ±100 for the full control effect; nearly all actives have a fitted effect of over 60% in size
#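 AlphaScreen displacement of biotin-H3(5-23)K14Ac peptide (50 nM final) from BAZ2B (50 nM final) in PBS pH 7.4, 0.01% Tween-20; complex preformed 30 min RT, then compounds (top 110 uM) 30 min RT, beads 20 min dark.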
# G9a block = blocks human histone lysine methyltransferase G9a; Q96KQ7; G9a H3K9 monomethylation, AlphaScreen, 2 h; Potency, µM (series often up to 102 µM), for inactives: at the highest dose activity, negative = inhibition, actives largely listed as inhibitors; actives 8.8% (n = 350,000); AID 504332; note: potency is the fitted concentration of half-maximal effect; % is set by controls: 0 for no effect and ±100 for the full control effect; nearly all actives have a fitted effect of over 75% in size
# Target sequence (Q96KQ7 913-1193 limits assumed): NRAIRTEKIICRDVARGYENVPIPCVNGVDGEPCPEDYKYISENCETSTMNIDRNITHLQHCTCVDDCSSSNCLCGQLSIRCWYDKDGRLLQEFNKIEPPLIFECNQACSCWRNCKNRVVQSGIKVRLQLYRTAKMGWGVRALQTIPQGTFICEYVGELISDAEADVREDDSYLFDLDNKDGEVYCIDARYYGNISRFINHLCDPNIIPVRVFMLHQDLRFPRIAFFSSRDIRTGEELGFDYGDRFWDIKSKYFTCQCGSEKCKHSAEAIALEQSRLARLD
#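 Quantitative HTS format: methyltransferase activity on a biotin-tagged H3K9 peptide is measured by AlphaScreen, using a rabbit anti-monomethyl-H3K9 antibody with streptavidin donor and anti-IgG acceptor beads. Final levels are 20 nM enzyme, 500 nM peptide, 20 uM SAM; 2 h RT.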
# PI4K2A block = inhibitors of human PI4K2A | Q9BTU6 | purified PI4K2A, ADP-Glo luminescence, 1 h; hits give low values | activity change, negative = inhibition, % at 76.9 µM | actives 0.13% (n = 420,000) | AID 1346378; in the data active = activity change below about -50%; inconclusive = mostly about -30% to -49%;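 note: -100% = wells without enzyme as full effect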
#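 ADP-Glo luminescence measured ADP generated by PI4K2A enzyme (4 ug/mL before mixing) with 1.2 mM PI substrate (pre-mix) and 300 microM ATP (pre-mix). Tris pH7.5 buffer with MgCl2, Triton X-100; 1 h reaction at ambient temperature.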
# HP1b binding inh = blocks HP1-beta chromodomain binding to methylated histone tails; P83916; Potency, µM (titrated, usually from 114 µM), for the others: top-dose activity change, negative = inhibition, most hits filed as inhibitors; AlphaScreen HP1-beta / biotin-H3K9me3 peptide binding; actives 0.56% (n = 390,000); note: potency is the fitted concentration of half-maximal effect; nearly all actives have a fitted effect of over 70% in size; inactives centre near 23
#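 HP1-beta protein (50 nM final) preincubated 30 min at room temperature with biotinylated H3(1-18)K9me3 peptide (50 nM) in PBS pH 7.4, 0.01% Tween-20, then compound added for 30 min. AlphaScreen streptavidin donor/nickel chelate acceptor beads (10 ug/mL final), 30 min dark, luminescence read.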
# PGK inhibitor = T. brucei PGK inhibition. P07378. PGK/GAPDH coupled, Kinase-Glo luminescence, 60 min. Potency, µM (series often up to 57.5 µM), without a hit: top-dose activity change, negative = inhibition, hits mostly inhibitors. actives 0.043% (n = 380,000); note: potency is the fitted concentration of half-maximal effect; % is set by controls: 0 for no effect and ±100 for the full control effect; nearly all actives have a fitted effect of over 60% in size
#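 Recombinant glycosomal PGK reaction used 1,3-bisphosphoglycerate generated in-well by GAPDH (100nM final) in 100mM TEA pH 7.6, 5mM MgCl2, 0.01% Tween-20. After 60 minutes at room temperature, ATP was read by Kinase-Glo Plus luminescence end-point.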
# ERG Ets-DNA blk = blocks human ERG Ets domain binding to DNA; fluorescence polarization, His-ERG Ets domain / labelled DNA; P11308; Potency, µM (titrated, usually from 76.9 µM), for the others: at the highest dose FP activity, negative = inhibition, hits mostly inhibitors; AID 624246; actives 0.028% (n = 370,000); active = well fitted inhibition curve with a large enough effect in the polarisation, with a control signal flat; inconclusive = small, poorly fitted or top-dose-only effect, or effect the other way, or a change in a side signal; inactive = no such curve, though single readings can be large or run the other way; the % refers to the polarisation;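 note: polarization taken with two DNA probes labelled with fluorescein and Texas red; potency is the fitted concentration of half-maximal effect; % of control where 0% means no effect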
#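 His-tagged ERG Ets domain (1 uM in the protein solution; 300mM KCl, 50mM Tris-HCl, 1mM EDTA, 1mM DTT, pH 7.5) received compound, then a probe mix of 5 nM fluorescein-DNA and 100nM Texas-615-DNA. Fluorescence polarization was read for both dyes.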
# GLS inh = inhibitors of human glutaminase (GLS). GLS enzymatic activity, qHTS titration. Potency, µM (series often up to 45.5 µM), for the others: at the highest dose activity change, negative = inhibition, usual class: inhibitors. actives 0.21% (n = 410,000). AID 624170; note: potency is the fitted concentration of half-maximal effect; % is set by controls: 0 for no effect and ±100 for the full control effect
# Target sequence (O94925 whole entry, looked up): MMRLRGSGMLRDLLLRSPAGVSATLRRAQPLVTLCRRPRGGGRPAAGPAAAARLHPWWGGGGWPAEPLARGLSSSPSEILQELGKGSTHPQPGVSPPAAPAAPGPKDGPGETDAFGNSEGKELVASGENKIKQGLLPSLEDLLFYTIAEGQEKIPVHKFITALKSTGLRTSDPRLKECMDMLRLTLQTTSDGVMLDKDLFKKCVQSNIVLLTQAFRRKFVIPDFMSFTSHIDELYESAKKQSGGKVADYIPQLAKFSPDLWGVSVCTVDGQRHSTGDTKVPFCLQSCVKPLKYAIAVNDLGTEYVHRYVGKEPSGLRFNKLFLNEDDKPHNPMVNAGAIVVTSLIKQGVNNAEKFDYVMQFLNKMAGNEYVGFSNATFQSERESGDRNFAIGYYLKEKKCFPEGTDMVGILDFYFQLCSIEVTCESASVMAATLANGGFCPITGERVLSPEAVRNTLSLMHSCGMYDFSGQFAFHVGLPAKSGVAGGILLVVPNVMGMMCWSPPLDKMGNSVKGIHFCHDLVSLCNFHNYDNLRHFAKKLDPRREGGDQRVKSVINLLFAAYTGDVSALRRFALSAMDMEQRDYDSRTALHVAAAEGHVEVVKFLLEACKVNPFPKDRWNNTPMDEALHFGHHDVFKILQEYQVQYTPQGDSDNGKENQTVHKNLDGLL
#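 Glutamate formation by hKGA was monitored fluorometrically using coupled glutamate oxidase, HRP and Amplex Red. Substrate was added as 1 mM L-glutamine solution; incubation was 30 min at RT after an initial read.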
# Active calls of the source: *; i = inactive; ? = inconclusive; · = no result given; & = joins results of further samples; [ ] = dose if it differs, or a comment. Unless noted, calls come from the whole dose curve; as a rule, active = well fitted curve in the direction sought with a large enough effect; inconclusive = small, poorly fitted or top-dose-only effect, or another doubt; inactive = no such curve, though single readings can be large; an effect the other way counts as inactive or inconclusive.
SMILES,Pin1 inh,JMJD2A Tudor inh,BAZ2B inh,G9a block,PI4K2A block,HP1b binding inh,PGK inhibitor,ERG Ets-DNA blk,GLS inh
CCc1ccccc1NS(=O)(=O)c1ccc2c(c1)NC(=O)CC(=O)N2,2%,0%[57.1 µM],10%,16%[59 µM],3,18%,-3%,-8%,5%
O=C(CCN1C(=O)COc2ccccc21)NCCCN1CCc2ccccc2C1,3%,-12%,-1%,?,2,17%,12%,-2%,6%
Cc1ccnc(N/C=C/C(=O)c2ccc(Br)cc2)c1,38%[activator],-25%,3%,21%,-23,9%,-6%,5%,-2%
Brc1cccc2sc(N3CCN(c4ccccc4)CC3)nc12,9%,2%,1%,?,60,9%,i,-1%,-2%
CCOc1cc(OCC)cc(C(=O)NCc2ccco2)c1,2%,89µM*,?,18%,-7,-17%,-9%,11%,3%
Cc1ccccc1OCC(=O)N/N=C/c1cccc2cccnc12,?,50µM*,40µM*,·,0,14%,-1%,13%,-1%
CCOc1ccc(N(CC(=O)NN=C2CCN(C)CC2)S(=O)(=O)c2ccc(Br)cc2)cc1,?,2%,-11%,·,8,48%[activator],-4%,-11%,16%
Cc1ccc(-n2c3c(c(=O)[nH]c2=S)C(C(F)(F)F)(C(F)(F)F)NC(=O)N3)cc1,5%,1%,0%,?,-3,29%,0%,1%,1%
CC(C)Cn1nc(C(=O)Nc2nnc(C3CC3)s2)c2ccccc2c1=O,4%,-9%,7%,?,-1,24%,-3%,-5%,3%
COc1ccc(CNS(=O)(=O)NCc2ccccc2F)cc1,-1%,-9%,-14%,3%,-5,0%,i,3%,-12%
Cn1c(=O)n(C)c2cc(C(N)=O)ccc21,2%,-20%,?,-6%[12.7 µM],18,25%,·,-11%,1%
CCOC(=O)C1CCN(S(=O)(=O)CCNC(=O)c2ccc(F)cc2)CC1,6%,-8%,-4%,4%,0,26%,-4%,-2%,-4%
Cc1noc(C)c1S(=O)(=O)N1CCC(C(=O)c2ccccc2)CC1,3%,6%,4%,·,0,38%,-5%,9%,-7%
CC1CCCN(C2(O)C(=O)Nc3ccc(Cl)cc32)C1 (centres undefined),3%,-1%,-1%,?,-1,53%[activator],·,5%,0%
COc1ccc(Cl)c(NC(=O)Nc2c(C)n(-c3ccccc3)c(=O)n2C)c1,0%,-2%,10%,18%[59 µM],0,26%,6%,-8%,-1%
COc1cccc(C2/C(=C(\O)c3ccc4c(c3)OCCO4)C(=O)C(=O)N2CCCN2CCOCC2)c1OC (centres undefined),-4%,-2%,-3%,3.5µM*,-3,54%[activator],-4%,-9%,0%
Cc1ccnc(N2CCCC(C(=O)Nc3nnc(C)s3)C2)n1 (centres undefined),-5%,4%,10%,19%,3,39%,-1%,6%,0%
COc1ccc(Cc2nc3ccc(C(=O)N4CCCC4)cc3o2)cc1,-1%,-6%,-33%,50%,-4,11%,0%,6%,2%
CC(=O)Nc1ccc(-c2ccc3nnc(C)n3n2)cc1,-3%,-13%,-6%,-6%,-7,13%,-7%,0%,3%
COc1cc2c(OC)cccc2cc1C(=O)O,?,-12%,-26%,-45%[12.7 µM],3,19%,·,-2%,2%
C/C(=N\NC(=O)c1ccn(C)n1)c1cccc(NC(=O)c2ccncc2)c1,3%,10µM*,-5%,18%,-3,-5%,0%,0%,6%
CCOc1ccc(N(CC(=O)N/N=C/c2ccc(OC(C)C)cc2)S(C)(=O)=O)cc1,1%,?,56µM*,?,-1,1%,4%,9%,1%
COC(=O)c1ccc(COc2ccccc2/C=C(\C#N)C(=O)Nc2c(C)cc(C)cc2C)cc1,4%,-25%,2%,1%[59 µM],25,10%,-9%,-3%,0%
Cc1ccc(-n2c(SCC(=O)N3CC(=O)Nc4ccccc43)nc3ccccc3c2=O)cc1,48%[activator],-20%,6%,?,0,20%,25%,-1%,14%
Cc1cc(N2CCC(N(C)C3CCCC3)CC2)nc2cc(O)ccc12,2%,-23%,-4%,?,-3,20%,1%,1%,19%
# Going on with the list:
SMILES,Pin1 inh,JMJD2A Tudor inh,BAZ2B inh,G9a block,PI4K2A block,HP1b binding inh,PGK inhibitor,ERG Ets-DNA blk,GLS inh
CCNc1nc(SCC(=O)Nc2ccccc2)nc(N2CCOCC2)n1,-7%,-20%,-1%,13%,3,-6%,i,6%,8%
COc1cc(OC)cc(-c2cc3nc4c(c(N5CCN(c6ncccn6)CC5)n3n2)CCCC4)c1,10%,-3%,7%,-4%,-1,61%[activator],-2%,·,-11%
Cc1ccc(NC(=S)NCCc2ccccc2)nc1,1%,-20%,-32%,1.6µM*,2,22%,2%,-3%,9%
COc1ccc(OC)c(NC(=O)CSc2nc3cccnc3n2C)c1,-4%,-15%,0%,-3%[12.7 µM],5,16%,-7%,3%,-1%
CC(NS(=O)(=O)c1ccc(Cl)c(Cl)c1)C(=O)Nc1cccnc1 (centres undefined),3%,-10%,·,·,1,18%,-3%,4%,-12%
Cc1ccc(CNC(=O)Cn2c(=O)n(Cc3ccc(F)cc3)c(=O)c3sc4ccccc4c32)cc1,-8%,-11%,-10%,-3%[59 µM],-3,54%[activator],i,?,-5%
O=C(CN1CCN(c2ccccn2)CC1)Nc1cccc(F)c1,-1%,-12%,4%,4%,-1,55%[activator],·,4%,9%
CSc1ccccc1-n1nnnc1SCC(=O)Nc1ccccc1C,0%,-15%,11%,-7%[12.7 µM],-8,24%,-3%,3%,-1%
COc1ccc(C(C(=O)NCc2ccccc2)N(Cc2ccc3c(c2)OCO3)C(=O)c2cnccn2)cc1 (centres undefined),-2%,-28%,-6%,9%[2.33 µM],4,21%,·,1%,1%
COc1ccccc1Oc1ccc2c(c1)C(=O)N(c1ccc(O)cc1)C2=O,-1%,11%,2%,-7%[12.7 µM],4,19%,-7%,0%,-6%
Cc1ccc(S(=O)(=O)Nc2c(NC3CCCCC3)c3ccccc3oc2=O)c(C)c1,16%,2%,-17%,11%,-4,34%,-1%,-9%,28%
Cc1ccc(/C=N/NC(=O)Cc2cccs2)o1,2%,-7%[57.1 µM],-3%,?,4,30%,-10%,3%,1%
COc1cc(C)c(C(C)C)cc1S(=O)(=O)n1ccnc1,-2%,-18%,-20%,?,18,0%,·,1%,0%
Cc1ccccc1NC(=O)c1sc2nc(-c3ccncc3)ccc2c1N,?,1%,0%,-5%[59 µM],-5,17%,-9%,11%,-11%
O=C(NNCc1ccccc1)c1ccccc1,1%,0%,·,·,-1,17%[57 µM],i,-2%,6%
CCC(=O)/C=C1/Sc2ccc(OC)cc2N1CCO,-7%,?,-1%,1%,4,-21%,-3%,1%,-21%
CC(=O)Nc1ccc(NC(=O)C(C)OC(=O)CNS(=O)(=O)c2cccc(Cl)c2)cc1 (centres undefined),-1%,-11%,·,9%,-1,31%,-5%,6%,-3%
CCOC(=O)N1CCN(S(=O)(=O)c2ccc3c(c2)CCN3C(=O)C2CCC2)CC1,1%,-6%,3%,6%[12.7 µM],6,11%,9%,6%,18%
Cc1cccc2cc(C3CC(c4cccs4)=NN3C(=O)CCC(=O)O)c(Cl)nc12 (centres undefined),-1%,32µM*,?,6%[59 µM],0,0%,-18%,-9%,?
CCOc1ccc(N(CC(=O)Nc2cc(OC)cc(OC)c2)S(=O)(=O)c2c(C)[nH]c(=O)[nH]c2=O)cc1,1%&-2%,-23%&-29%,?,-7%[59 µM],-8&0,29%&9%,5%&-4%,-2%&-1%,-1%&2%
CCOc1ccccc1-c1nc2c(s1)CCc1onc(-c3ccc(OC)cc3)c1-2,11%,-12%,·,·,1,43%[activator],0%,6%,-3%
O=S(=O)(Nc1cccc(-c2ccc(N3CCOCC3)nn2)c1)c1ccc(F)c(C(F)(F)F)c1,2%,-34%,-7%,-3%[59 µM],-4,22%[57 µM],i,3%,1%
CC(=O)Nc1ccc(S(=O)(=O)NCCC(=O)NNC(=O)c2ccncc2)cc1,2%,-1%,0%,-3%[0.501 µM],1,19%,i,1%,-16%
CN1CCC2(CC1)N=C(c1ccc(F)cc1)C(=S)N2C(=O)c1ccccc1,-2%,?,9%,22µM*,-26,?,7%,0%,7%
Cn1c(=O)n(C)c2cc(/C=N/n3cnnc3)ccc21,1%,-6%,-19%[57.1 µM],?,-6,24%,-8%,14%,-7%
# The listing continues:
SMILES,Pin1 inh,JMJD2A Tudor inh,BAZ2B inh,G9a block,PI4K2A block,HP1b binding inh,PGK inhibitor,ERG Ets-DNA blk,GLS inh
Cc1cc(C)c2c(n1)nn1c(NCCOCCO)cc(C)nc21,3%,-9%,-5%,-1%[2.33 µM],0,20%,i,3%,5%
O=C(Nc1ccc2c(c1)OCCO2)C1CCN(S(=O)(=O)Cc2ccccc2)CC1,?,-17%,·,6%[59 µM],-3,67%[activator],-5%,1%,1%
CN(C)c1cccc(NC(=O)Cc2ccc(F)cc2)c1,-1%,?,?,-12%[59 µM],-1,-8%,·,2%,19%
COc1ccc(C2=NN(C(=O)CCC(=O)O)C(c3ccccc3)C2)cc1 (centres undefined),-1%,-6%,-7%,10%,-6,26%,3%,-4%,0%
COc1ccc(-c2noc(COc3ccc4c(c3)OCO4)n2)cc1OC,-5%,-12%,-9%,-9%[59 µM],-13,13%,i,-1%,-14%
COc1ccc(-c2cc(C(F)(F)F)nc(SCCC(=O)NCc3ccco3)n2)cc1,2%,-22%,2%,?,1,33%[activator],0%,4%,-1%

# This is a random part of the collection. About 11% of those tested had a hit in this group.
